SENP1 inh: SENP1 (human) catalytic domain inhibition | Q9P0U3 | recombinant SENP1 catalytic domain, CyPet-SUMO1-YPet FRET cleavage | inhibition, % at 10 µM | actives 0.21% (n = 360,000) | AID 624204;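 active means inhibition at least 30% at 10 µM, raw YFP signal under a set limit, fluorescence ratio 0.5 to 1.5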;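 further: 0% = enzyme with DMSO and 100% = no enzyme wells; some results filed as inactive read as strong as hits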
Target sequence (Q9P0U3 419-644 limits assumed): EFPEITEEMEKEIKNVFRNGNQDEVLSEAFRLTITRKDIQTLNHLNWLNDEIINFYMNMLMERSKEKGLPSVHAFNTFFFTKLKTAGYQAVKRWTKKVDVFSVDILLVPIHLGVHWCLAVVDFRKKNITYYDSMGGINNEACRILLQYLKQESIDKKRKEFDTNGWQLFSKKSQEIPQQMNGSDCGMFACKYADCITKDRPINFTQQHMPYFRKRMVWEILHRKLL
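Controls: no-enzyme wells low, DMSO-plus-enzyme wells high control. Test system: human recombinant His6-tagged SENP1 catalytic domain enzyme. Reagent: SFCypet-SUMO1-SFYpet FRET protein substrate, 25 nM final. Doses: one dose per compound, 10 µM, 0.5% DMSO. Detection: FRET, CFP and YFP emission. Timing: 50 min reaction at room temperature.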
Apaf1 inhib: inhibitors of human Apaf-1 apoptosome; O14727; actives 0.71% (n = 330,000); reconstituted apoptosome caspase-3 activity, DEVD-Rh110 fluorescence; inhibition, % at 20 µM; AID 489030; active means inhibition of at least 40% at 20 µM;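 further: plate controls were DMSO wells for no effect and DEVD-CHO caspase inhibitor wells for full effect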
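Material: reconstituted apoptosome with Apaf-1, cytochrome c, caspase-9, procaspase-3, dATP. Technique: Rh110 fluorescence intensity. Buffer or medium: pH 7.5 Hepes buffer with CHAPS, BSA, DTT. Times: 30 min plus 50 min, RT.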
PfG6PD inh: PfG6PD (Plasmodium falciparum) enzyme inhibition. inhibition, % at 20 µM. actives 0.78% (n = 350,000). PfGluPho enzyme, NADPH resazurin-diaphorase fluorescence. AID 504690;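 active means inhibition reaching at least a set limit at 20 µM in the primary screen, cut at about 59% in these data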;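 further: 0% = DMSO wells with substrate and 100% = DMSO wells lacking glucose-6-phosphate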
HKDC1 inhibitor: inhibitors of human hexokinase HKDC1 | recombinant HKDC1, G6PDH/diaphorase resazurin coupled fluorescence | actives 0.16% (n = 340,000) | AID 493160 | inhibition, % at 20 µM;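 active means inhibition above about 35% when tested at 20 µM, limit read from the data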;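 further: plate controls were DMSO wells with enzyme for no effect and DMSO wells lacking enzyme for full effect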
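Test system: recombinant HKDC1 (HK5) hexokinase enzyme, produced in-house / Doses: 20 µM test compound, 1% DMSO / Timing: 90 min, room temperature / Detection: G6PDH/diaphorase-coupled fluorescence, 1 mM NADP, 100 µM resazurin, 525/613 nm / Control set: DMSO wells with and without enzyme mix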
NLRP3 yeast inh: blocks the NALP3 inflammasome reconstituted in yeast | Yeast reconstituted NLRP3/ASC/caspase-1, beta-gal luminescence, 24 h | inhibition, % at 10 µM | actives 0.39% (n = 330,000) | AID 2825;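 active means inhibition of 50% or more; inactive means inhibition below 50%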;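 further: plate controls were induced DMSO wells for no effect and uninduced yeast grown without galactose for full effect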
SENP8 block-1: SENP8 (human) protease inhibition; Q96LD8; recombinant SENP8, Nedd8 substrate fluorescence; inhibition, % at 20 µM; actives 0.64% (n = 360,000); AID 602440; in the data active means inhibition mostly above about 40%, no sharp cut-off; inactive means mostly below about 27%
Target sequence (Q96LD8 whole entry, looked up): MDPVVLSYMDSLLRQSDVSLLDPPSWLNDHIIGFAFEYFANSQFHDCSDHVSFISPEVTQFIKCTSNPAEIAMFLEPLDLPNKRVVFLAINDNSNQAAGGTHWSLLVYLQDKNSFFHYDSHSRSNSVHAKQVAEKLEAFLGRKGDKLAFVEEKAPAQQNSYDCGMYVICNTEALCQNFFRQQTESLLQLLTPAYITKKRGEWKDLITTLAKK
SENP7 inh: inhibitors of human SENP7 protease; recombinant SENP7, Z-RLRGG-aminoluciferin luminescence, 40 min; inhibition, % at 5 µM; actives 1.5% (n = 330,000);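 active means inhibition above about 50% at the single test dose, limit read from the data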;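 further: plate controls were DMSO with enzyme for no effect and no enzyme buffer wells for full effect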
Target sequence (Q9BQF6 706-1050 limits assumed): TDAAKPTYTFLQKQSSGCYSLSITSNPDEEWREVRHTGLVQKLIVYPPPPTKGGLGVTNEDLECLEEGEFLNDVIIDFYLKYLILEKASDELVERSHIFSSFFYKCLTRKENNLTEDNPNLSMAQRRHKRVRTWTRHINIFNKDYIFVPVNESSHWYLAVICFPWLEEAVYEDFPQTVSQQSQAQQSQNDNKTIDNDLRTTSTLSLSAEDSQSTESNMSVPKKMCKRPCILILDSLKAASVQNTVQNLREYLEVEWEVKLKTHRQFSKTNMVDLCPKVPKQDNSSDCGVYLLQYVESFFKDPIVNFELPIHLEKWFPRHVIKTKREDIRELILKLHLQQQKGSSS
SENP8 block-2: SENP8 protease inhibition. actives 1.2% (n = 330,000). AID 2540. inhibition, % at 10 µM. Q96LD8. purified SENP8, Z-RLRGG-aminoluciferin cleavage, luminescence; in the data active means inhibition above about 50%
SENP6 inh: blocks the human protease SENP6. AID 2599. actives 1.8% (n = 330,000). Q9GZR1. Recombinant SENP6 catalytic domain, aminoluciferin luminescence. inhibition, % at 10 µM;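 active means inhibition above about 50% at the single tested dose, limit read from the data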;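 further: plate controls were DMSO wells with enzyme for no effect and DMSO wells lacking enzyme for full effect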
An asterisk follows results filed as active.

What do the screens show for `Cc1cccc(-n2nnc(C(=O)NCc3ccccc3Cl)c2N)c1`?
SENP1 inh: -3; Apaf1 inhib: 2; PfG6PD inh: -9; HKDC1 inhibitor: 1; NLRP3 yeast inh: 17; SENP8 block-1: 14; SENP7 inh: 9; SENP8 block-2: 8; SENP6 inh: 5

Results for COc1ccccc1NC(=O)CN1CCN(CC(=O)Nc2ccc(OC)c(OC)c2)CC1 ?
SENP1 inh: 2; Apaf1 inhib: 5; PfG6PD inh: 1; HKDC1 inhibitor: -1; NLRP3 yeast inh: -6; SENP8 block-1: 15; SENP7 inh: 7; SENP8 block-2: 0; SENP6 inh: 2

What do the screens show for `COc1ccc(C(=O)NC2CC2)cc1OC1CCN(Cc2ccccc2O)CC1`?
SENP1 inh: 1; Apaf1 inhib: -3; PfG6PD inh: 10; HKDC1 inhibitor: -4; NLRP3 yeast inh: 0; SENP8 block-1: 3; SENP7 inh: -5; SENP8 block-2: 1; SENP6 inh: -5

Results for CC(=O)OCC1OC(OCc2cn(C[C@H]3CC[C@@H]([C@@H]4CC[C@H](Cn5cc(COC6OC(COC(C)=O)C(OC(C)=O)C(OC(C)=O)C6OC(C)=O)nn5)O4)O3)nn2)C(OC(C)=O)C(OC(C)=O)C1OC(C)=O (stereo partly specified) ?
SENP1 inh: 0; Apaf1 inhib: -10; PfG6PD inh: -3; HKDC1 inhibitor: -2; NLRP3 yeast inh: 9; SENP8 block-1: 1; SENP7 inh: 5; SENP8 block-2: 2; SENP6 inh: -3

Results for COc1ccc(-c2noc(N3CCC(C(=O)NCc4ccccc4Cl)CC3)n2)cc1 ?
SENP1 inh: 1; Apaf1 inhib: 3; PfG6PD inh: 13; HKDC1 inhibitor: -8; NLRP3 yeast inh: -1; SENP8 block-1: 13; SENP7 inh: 6; SENP8 block-2: 2; SENP6 inh: -10

How did CC(=O)Nc1nc2ccccc2n1Cc1ccccc1Cl do in these assays?
SENP1 inh: 1; Apaf1 inhib: -10; PfG6PD inh: 4; HKDC1 inhibitor: -2; NLRP3 yeast inh: 5; SENP8 block-1: 6; SENP7 inh: 12; SENP8 block-2: 3; SENP6 inh: 0

Results for Cc1cc(C)n(C(=O)CCCC(=O)n2nc(C)cc2C)n1 ?
SENP1 inh: 0; Apaf1 inhib: 4; PfG6PD inh: 3; HKDC1 inhibitor: -5; NLRP3 yeast inh: -7; SENP8 block-1: 31; SENP7 inh: -3; SENP8 block-2: 10; SENP6 inh: -8

Results for Cc1cc(NC(=O)CSc2nc(-c3ccc(Br)cc3)nc3c2c(=O)n(C)c(=O)n3C)no1 ?
SENP1 inh: 2; Apaf1 inhib: -6; PfG6PD inh: -6; HKDC1 inhibitor: -7; NLRP3 yeast inh: 19; SENP8 block-1: 0; SENP7 inh: -1; SENP8 block-2: 5; SENP6 inh: -12

How did O=C1CC(C(=O)O)c2ccccc2N1 (stereo unspecified) do in these assays?
SENP1 inh: 1; Apaf1 inhib: -3; PfG6PD inh: -7; HKDC1 inhibitor: -1; NLRP3 yeast inh: 5; SENP8 block-1: 5; SENP7 inh: 3; SENP8 block-2: 1; SENP6 inh: 1

Results for O=C1CCN(S(=O)(=O)c2cccs2)c2ccc(C(F)(F)F)cc2N1 ?
SENP1 inh: -2; Apaf1 inhib: 2; PfG6PD inh: 21; HKDC1 inhibitor: -11; NLRP3 yeast inh: -3; SENP8 block-1: 4; SENP7 inh: 6; SENP8 block-2: -8; SENP6 inh: -27

What do the screens show for `CN(C)c1cc[n+](Cc2ccccc2)cc1`?
SENP1 inh: 2; Apaf1 inhib: -2; PfG6PD inh: -14; HKDC1 inhibitor: 2; NLRP3 yeast inh: 21; SENP8 block-1: 22; SENP7 inh: 8; SENP8 block-2: -1; SENP6 inh: 0

What do the screens show for `[N-]=[N+]=NCCN1CCN(Cc2ccccc2)CCC1=O`?
SENP1 inh: 0; Apaf1 inhib: 0; PfG6PD inh: 1; HKDC1 inhibitor: -3; NLRP3 yeast inh: 13; SENP8 block-1: 23; SENP7 inh: 8; SENP8 block-2: -3; SENP6 inh: -1

How did COc1cc(NC(=O)c2sc3nc(C)nc(N4CCOCC4)c3c2C)cc(OC)c1OC do in these assays?
SENP1 inh: 1; Apaf1 inhib: 5; PfG6PD inh: 6; HKDC1 inhibitor: -1; NLRP3 yeast inh: 3; SENP8 block-1: 11; SENP7 inh: -2; SENP8 block-2: 11; SENP6 inh: 12

What do the screens show for `CCc1nnc(NC(=O)CCC(=O)N2CCN(C3c4ccccc4-c4ccccc43)CC2)s1`?
SENP1 inh: 2; Apaf1 inhib: 1; PfG6PD inh: -38; HKDC1 inhibitor: 5; NLRP3 yeast inh: 17; SENP8 block-1: 28; SENP7 inh: 0; SENP8 block-2: 4; SENP6 inh: -3

Results for Cc1cc(C)nc(NS(=O)(=O)c2ccc(NC(=O)c3ccc4c(c3)OCCO4)cc2)n1 ?
SENP1 inh: 3; Apaf1 inhib: 7; PfG6PD inh: -11; HKDC1 inhibitor: 0; NLRP3 yeast inh: 1; SENP8 block-1: 15; SENP7 inh: -8; SENP8 block-2: -6; SENP6 inh: -2

Results for Cc1cc(Cn2nc(-c3ccccc3)cc2C(=O)NCc2cccs2)on1 ?
SENP1 inh: -2; Apaf1 inhib: 8; PfG6PD inh: 8; HKDC1 inhibitor: 0; NLRP3 yeast inh: 10; SENP8 block-1: -2; SENP7 inh: -4; SENP8 block-2: -2; SENP6 inh: 0

Results for CC(C)(C)OC(=O)NN1CC(=O)N2[C@@H](Cc3c([nH]c4ccccc34)C2(C)C)C1=O ?
SENP1 inh: -2; Apaf1 inhib: -2; PfG6PD inh: -7; HKDC1 inhibitor: 0; NLRP3 yeast inh: 4; SENP8 block-1: 9; SENP7 inh: 3; SENP8 block-2: -3; SENP6 inh: 7

What do the screens show for `CCOc1ccc(NC(=O)CNC(=O)c2nn(-c3ccc(OC)c(OC)c3)c(=O)c3ccccc23)cc1`?
SENP1 inh: 7; Apaf1 inhib: 13; PfG6PD inh: -1; HKDC1 inhibitor: 1; NLRP3 yeast inh: 13; SENP8 block-1: -57; SENP7 inh: -2; SENP8 block-2: 14; SENP6 inh: 1

Results for Cc1ccc(C)c(Nc2nc(N)c3ccccc3n2)c1 ?
SENP1 inh: -13; Apaf1 inhib: -9; PfG6PD inh: 18; HKDC1 inhibitor: -10; NLRP3 yeast inh: 34; SENP8 block-1: -119; SENP7 inh: 49; SENP8 block-2: 46; SENP6 inh: 58*

Results for C=CCSc1nnc(NC(=O)C2=COCCO2)s1 ?
SENP1 inh: 1; Apaf1 inhib: -3; PfG6PD inh: 8; HKDC1 inhibitor: -2; NLRP3 yeast inh: 23; SENP8 block-1: -12; SENP7 inh: 2; SENP8 block-2: -7; SENP6 inh: -5

Results for C=CCN(c1ccccc1Cl)S(=O)(=O)c1cc(C(=O)N2CCCC2)ccc1Cl ?
SENP1 inh: -1; Apaf1 inhib: 21; PfG6PD inh: 6; HKDC1 inhibitor: -4; NLRP3 yeast inh: -8; SENP8 block-1: 13; SENP7 inh: -5; SENP8 block-2: -4; SENP6 inh: -26

How did CN1CCN(CCC(=O)Nc2cccc(F)c2)CC1 do in these assays?
SENP1 inh: -1; Apaf1 inhib: -15; PfG6PD inh: -15; HKDC1 inhibitor: 1; NLRP3 yeast inh: 12; SENP8 block-1: 5; SENP7 inh: 3; SENP8 block-2: -1; SENP6 inh: 3

How did COC(=O)C1=C(C(=O)OC)[C@]2([C@H]3CCCCN[C@@H](Cc4ccccc4)C(=O)N3Cc3ccccc3)C=C[C@H]1O2 do in these assays?
SENP1 inh: 0; Apaf1 inhib: 22; PfG6PD inh: 19; HKDC1 inhibitor: 3; NLRP3 yeast inh: 9; SENP8 block-1: 21; SENP7 inh: -3; SENP8 block-2: 6; SENP6 inh: 6

Results for CCOc1ccc(NC(=O)c2c(N)n(C)c(=O)[nH]c2=O)cc1 ?
SENP1 inh: 0; Apaf1 inhib: -1; PfG6PD inh: -4; HKDC1 inhibitor: -3; NLRP3 yeast inh: 7; SENP8 block-1: 23; SENP7 inh: 48; SENP8 block-2: 20; SENP6 inh: 58*

How did O=C(CSc1ncnc2sc3c(c12)CCC3)N1CCOCC1 do in these assays?
SENP1 inh: -10; Apaf1 inhib: 8; PfG6PD inh: -2; HKDC1 inhibitor: 3; NLRP3 yeast inh: 2; SENP8 block-1: 4; SENP7 inh: -3; SENP8 block-2: 0; SENP6 inh: -18

Results for NC(=O)c1c(NC(=O)CCCC(=O)O)sc2c1CCCCCC2 ?
SENP1 inh: 0; Apaf1 inhib: 11; PfG6PD inh: 11; HKDC1 inhibitor: -10; NLRP3 yeast inh: 7; SENP8 block-1: 22; SENP7 inh: 6; SENP8 block-2: 5; SENP6 inh: 18

What do the screens show for `CC(C(=O)NC1CC1)c1ncc(C(F)(F)F)cc1Cl` (stereo unspecified)?
SENP1 inh: 0; Apaf1 inhib: -2; PfG6PD inh: 16; HKDC1 inhibitor: -10; NLRP3 yeast inh: 1; SENP8 block-1: 11; SENP7 inh: 9; SENP8 block-2: -4; SENP6 inh: 0

Results for C=CCn1c(SCC(=O)Nc2nnc(CC)s2)nnc1-c1cccnc1 ?
SENP1 inh: 1; Apaf1 inhib: -9; PfG6PD inh: -30; HKDC1 inhibitor: -7; NLRP3 yeast inh: 5; SENP8 block-1: 10; SENP7 inh: -3; SENP8 block-2: -3; SENP6 inh: -24

What do the screens show for `O=C(O)CN1C(=O)/C(=C\c2cc(Br)ccc2OCc2ccc([N+](=O)[O-])cc2)SC1=S`?
SENP1 inh: 5; Apaf1 inhib: 18; PfG6PD inh: -36; HKDC1 inhibitor: 25; NLRP3 yeast inh: 16; SENP8 block-1: 20; SENP7 inh: -6; SENP8 block-2: -5; SENP6 inh: 8

How did CCO/C(=C/c1sc2ccc(OC)cc2[n+]1CCCS(=O)(=O)[O-])CC do in these assays?
SENP1 inh: -3; Apaf1 inhib: 9; PfG6PD inh: 9; HKDC1 inhibitor: -4; NLRP3 yeast inh: 12; SENP8 block-1: 2; SENP7 inh: 5; SENP8 block-2: 0; SENP6 inh: 1

What do the screens show for `CC(C)C(=O)Nc1nc(-c2ccccc2)ns1`?
SENP1 inh: 3; Apaf1 inhib: 6; PfG6PD inh: 21; HKDC1 inhibitor: 0; NLRP3 yeast inh: 29; SENP8 block-1: 6; SENP7 inh: -3; SENP8 block-2: -1; SENP6 inh: 0

Results for CCOC(=O)CN1C(=O)C(C)(C)Oc2ccc(C(=O)Nc3ccccc3OC)cc21 ?
SENP1 inh: 1; Apaf1 inhib: 11; PfG6PD inh: 5; HKDC1 inhibitor: -5; NLRP3 yeast inh: 10; SENP8 block-1: 2; SENP7 inh: -8; SENP8 block-2: -4; SENP6 inh: -9

Retrieved by structure from the entries so far (two):
Results for CCOC(=O)CN1C(=O)C(C)(C)Oc2ccc(C(=O)Nc3ccccc3OC)cc21 ?
SENP1 inh: 1; Apaf1 inhib: 11; PfG6PD inh: 5; HKDC1 inhibitor: -5; NLRP3 yeast inh: 10; SENP8 block-1: 2; SENP7 inh: -8; SENP8 block-2: -4; SENP6 inh: -9

Results for C=CCn1c(SCC(=O)Nc2nnc(CC)s2)nnc1-c1cccnc1 ?
SENP1 inh: 1; Apaf1 inhib: -9; PfG6PD inh: -30; HKDC1 inhibitor: -7; NLRP3 yeast inh: 5; SENP8 block-1: 10; SENP7 inh: -3; SENP8 block-2: -3; SENP6 inh: -24

Assay outcomes (PubChem)
